From PubChem
pAkt inh = HTS Assay for Inhibitors of Akt Phophorylation: Primary Screen; Neuro2A IGF-stimulated pAkt S473 HTRF, 20 min; stronger effect = lower value; activity change, % for hits at 50 µM; 0.32% of 360,000 active; in the data active = activity change below about -80%
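Neuro2A cells in DMEM with 0.5% FBS, overnight at 37 deg C, given compound at single 50 µM final, then IGF (6 nM final) for 20 min at 37 deg C. Lysed; phospho-Akt Ser473 by HTRF after 24 h, 665/615 ratio.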
Calls only; i = inactive. % is set by controls: 0 for no effect and ±100 for the full control effect.

canonical_smiles	pAkt inh
COc1ccc(N2CCN(C(=O)C(=O)c3cccc([N+](=O)[O-])c3)CC2)cc1	i
CCC(C)CN1C(=O)CN(S(C)(=O)=O)CC1(C)C(=O)NCc1ccccc1 (stereo not given)	i
CCCCCNC(=O)C(c1ccccc1)n1c(=O)c(-c2cc3ccccc3[nH]2)nc2ccccc21 (stereo not given)	i
CCOC(=O)[C@]12CCCC=C1N(CCC1=CCCCC1)C(=O)[C@H](CC(=O)N1CCN(C(=O)C3CC3)CC1)C2	i
COc1ccc(CN2C[C@H](O)COC[C@@H]3O[C@H](CC(=O)NCc4ccncn4)CC[C@H]32)cc1	i
C#CCNC(=O)C[C@@H]1C[C@@]2(C(=O)OC)CCCCC=C2N(CCc2ccc(OC)c(OC)c2)C1=O	i
CC(C)(C)NC(=O)C(c1ccc(C(F)(F)F)cc1)n1c(=O)c(-c2ccco2)nc2ccccc21 (stereo not given)	i
O=c1c(-c2ccco2)nc2ccccc2n1C(c1ccccc1)c1nc2ccccc2[nH]1 (stereo not given)	i

In the list so far, three contain an aryl methoxy group.
canonical_smiles	pAkt inh
COc1ccc(N2CCN(C(=O)C(=O)c3cccc([N+](=O)[O-])c3)CC2)cc1	i
COc1ccc(CN2C[C@H](O)COC[C@@H]3O[C@H](CC(=O)NCc4ccncn4)CC[C@H]32)cc1	i
C#CCNC(=O)C[C@@H]1C[C@@]2(C(=O)OC)CCCCC=C2N(CCc2ccc(OC)c(OC)c2)C1=O	i

Back to the main list, starting two compounds before the break.
canonical_smiles	pAkt inh
CC(C)(C)NC(=O)C(c1ccc(C(F)(F)F)cc1)n1c(=O)c(-c2ccco2)nc2ccccc21 (stereo not given)	i
O=c1c(-c2ccco2)nc2ccccc2n1C(c1ccccc1)c1nc2ccccc2[nH]1 (stereo not given)	i
Cc1ccc(S(=O)(=O)NCc2ccccc2NS(=O)(=O)c2ccc(C)cc2)cc1	i
COc1ccc2cc(C3CC=C(COC(C)=O)CN3S(=O)(=O)c3ccccc3[N+](=O)[O-])n(C(=O)OC(C)(C)C)c2c1 (stereo not given)	i
Cc1cccc(C)c1NC(=O)C1C(c2ccc3c(c2)OCO3)=Nc2ccccc2N1C(=O)c1ccccn1 (stereo not given)	i
Cc1ccc2ccc(C(Nc3ccccc3)c3ccc(F)cc3)c(O)c2n1 (stereo not given)	i
Cc1ccc(S(=O)(=O)N2[C@H](CC(=O)c3cccc4ccccc34)OC[C@@H]2C(C)C)cc1	i
COC(=O)[C@@]12C[C@@H](CC(=O)N3CCC(c4ccccc4)CC3)C(=O)N(Cc3ccccc3)C1=CCC(C)(C)C2	i
Cc1cccc(C)c1NC(=O)C(c1cccc(F)c1)N1CCN(C)CC1 (stereo not given)	i
COC(=O)Cc1ccccc1NS(=O)(=O)c1ccc(C)cc1	i

Carrying on.
canonical_smiles	pAkt inh
COc1ccc(C(=O)C[C@@H]2OC[C@H](C)N2S(=O)(=O)c2ccc(C)cc2)cc1OC	i
COC(=O)[C@]12CCCCC=C1N(CCc1ccc(OC)c(OC)c1)C(=O)[C@H](CC(=O)NCCCCc1ccccc1)C2	i
COc1ccc(NC(=O)C2C(c3ccc4c(c3)OCO4)=Nc3ccccc3N2C(C)=O)cc1 (stereo not given)	i
COCCN1C(=O)CCC1(C)c1nnnn1-c1ccc2ccccc2c1 (stereo not given)	i
CCCCCNC(=O)C(c1cccc2ccccc12)n1c(=O)c(-c2ccco2)nc2ccccc21 (stereo not given)	i
CCOC(=O)[C@]12CCCC=C1N(Cc1ccccc1)C(=O)[C@H](CC(=O)NCCc1ccccc1OC)C2	i
Cc1nc(NC(=O)c2ccccc2)sc1-c1cc(C(=O)N2CCOCC2)nn1CCO	i
O=C(NCc1ccccc1)C(c1ccc(C(F)(F)F)cc1)n1c(=O)c(-c2ccco2)nc2ccccc21 (stereo not given)	i

(more compounds)
canonical_smiles	pAkt inh
O=C(NCc1cccs1)C1C(=O)Nc2ccccc2C(=O)N1C1CCCC1 (stereo not given)	i
Cc1ccccc1CN1C(=O)CSCC1(C)C(=O)NCc1ccccc1 (stereo not given)	i
O=C(Nc1ccc2c(c1)OCCO2)C(c1ccnc2ccccc12)n1c(=O)c(-c2ccco2)nc2ccccc21 (stereo not given)	i
CCC(C)CN1C(=O)CSCC1(C)C(=O)Nc1c(C)cccc1C (stereo not given)	i
Oc1ccc(Br)c(CN2CCN(c3ncc(Cc4ccccc4)cn3)CC2)c1	i
COC(=O)C1=CN(c2ccc(F)cc2)C(N)=C(C#N)C1c1cccc(OC)c1OC (stereo not given)	i
COC(=O)[C@@]12C[C@@H](CC(=O)N3CCCC3)C(=O)N(Cc3ccco3)C1=CCC(C)(C)C2	i
O=C(Nc1ccc(F)cc1)C(c1ccccc1)N1CCN(c2ccncc2)CC1 (stereo not given)	i

2 records picked at random from the list so far, as already listed:
canonical_smiles	pAkt inh
O=c1c(-c2ccco2)nc2ccccc2n1C(c1ccccc1)c1nc2ccccc2[nH]1 (stereo not given)	i
Cc1ccc2ccc(C(Nc3ccccc3)c3ccc(F)cc3)c(O)c2n1 (stereo not given)	i

Next entries:
canonical_smiles	pAkt inh
COc1ccc(C(=O)C[C@@H]2OC[C@H](C(C)C)N2S(=O)(=O)c2ccc(C)cc2)cc1OC	i
CCCCCNC(=O)C(c1cc2ccccc2o1)n1c(=O)c(-c2cc3ccccc3[nH]2)nc2ccccc21 (stereo not given)	i
COC(=O)C[C@H]1CC[C@H](NC(=O)c2cccc(F)c2)[C@@H](CO)O1	i
CC(C)c1cc(Cn2c3ccccc3c(=O)n2C(C)Cn2cc(C3CC3)nn2)on1 (stereo not given)	i
COC(=O)C1=CN(c2ccc(OC)cc2OC)C(N)=C(C#N)C1c1ccc(OC)cc1 (stereo not given)	i
Cc1ccc2ccc(C(Nc3ccccc3)c3ccccc3)c(O)c2n1 (stereo not given)	i
O=C(C[C@H]1CC[C@H]2[C@@H](COC[C@@H](O)CN2S(=O)(=O)c2ccccc2)O1)N[C@@H]1CCN(Cc2ccccc2)C1	i
O=C(N[C@@H]1CC[C@@H](CCNS(=O)(=O)c2ccc(Cl)cc2)O[C@@H]1CO)c1cccnc1	i

The list continues:
canonical_smiles	pAkt inh
CCC(C)CN1C(=O)CSCC1(C)C(=O)NCc1ccccc1 (stereo not given)	i
CCCNC(=O)C[C@@H]1CC[C@@H]2[C@H](COC[C@H](O)CN2C(=O)c2cc(Cl)cc(Cl)c2)O1	i
CCCc1c(-c2cccc(Cl)c2)ncn1Cc1cccc(-c2ccccc2)c1	i
O=C(Nc1ccc(F)cc1)C(CCc1ccccc1)N1CCN(CC(=O)N2CCCC2)CC1 (stereo not given)	i
Cc1ccc(OCc2nc3ccccc3n2C(C(=O)NC(C)(C)C)c2ccccc2)cc1 (stereo not given)	i
COc1ccc(NC(=O)C(c2ccccc2)n2c(=O)c(-c3ccco3)nc3ccccc32)cc1 (stereo not given)	i
Cc1cccc(C)c1NC(=O)C1(C)CN(S(C)(=O)=O)CC(=O)N1C1CC1 (stereo not given)	i
COc1ccc(N2CCN(C(=O)C(=O)c3cc(OC)c(OC)c(OC)c3)CC2)cc1	i

Brought forward from above: four compounds; new compounds follow.
canonical_smiles	pAkt inh
Cc1ccc(OCc2nc3ccccc3n2C(C(=O)NC(C)(C)C)c2ccccc2)cc1 (stereo not given)	i
COc1ccc(NC(=O)C(c2ccccc2)n2c(=O)c(-c3ccco3)nc3ccccc32)cc1 (stereo not given)	i
Cc1cccc(C)c1NC(=O)C1(C)CN(S(C)(=O)=O)CC(=O)N1C1CC1 (stereo not given)	i
COc1ccc(N2CCN(C(=O)C(=O)c3cc(OC)c(OC)c(OC)c3)CC2)cc1	i
COc1ccccc1C(CC(=O)c1ccccc1)C(=O)c1ccccc1 (stereo not given)	i
CCOC(=O)/C=C/c1cc(F)ccc1O	i
Cc1cccc(C)c1NC(=O)C(c1ccnc2ccccc12)N1CCN(C)CC1 (stereo not given)	i
O=c1c(-c2cccnc2)nc2ccccc2n1C(c1ccccn1)c1nc2ccccc2[nH]1 (stereo not given)	i
O=C1c2c(-c3ccc(Br)cc3)noc2CCN1Cc1cn(Cc2ccccc2)nn1	i
O=C(NCc1ccccc1)C(c1ccncc1)n1c(=O)c(-c2ccco2)nc2ccccc21 (stereo not given)	i
O=c1c2cc3ccccc3nc2ncn1CCc1ccc(Cl)cc1	i
O=C(NCc1ccccc1)C(c1ccccc1)n1c(C2CC2)nc2ccccc21 (stereo not given)	i

(list continues)
mol	pAkt inh
CC(C)(C)NC(=O)C1C(c2ccccc2)=Nc2ccccc2N1C(=O)c1ccc(C(F)(F)F)cc1 (stereo not given)	i
COCCCNC(=O)C[C@@H]1C[C@@]2(C(=O)OC)CC(C)(C)CC=C2N(Cc2cccc3ccccc23)C1=O	i
Cc1nnsc1-c1nc2ccccc2n1C(CCc1ccccc1)c1nc2ccccc2[nH]1 (stereo not given)	i
COC(=O)[C@H](NC(=O)c1cc(-c2ccccc2)sc1N)C(C)C	i
COc1ccc(C2=Nc3ccccc3N(C(=O)c3cnccn3)C2C(=O)NC2CCCC2)cc1 (stereo not given)	i
Cc1cccc(C)c1NC(=O)C(c1ccccc1OC(F)(F)F)N1CCN(C)CC1 (stereo not given)	i
c1ccc(N2[C@@H]3c4ccccc4C[C@H]2c2ccccc23)cc1	i
Cc1ccc(N2CCN(C(=O)C(=O)c3ccc4c(c3)OCO4)CC2)cc1	i
CCc1c(C2CC2)ncn1Cc1cccc(-c2ccccc2)c1	i
O=C1Nc2ccccc2-n2nnnc2C1N1CCN(CCN2CCOCC2)CC1 (stereo not given)	i

Later entries.
mol	pAkt inh
CC(C)(C)NC(=O)C(CCc1ccccc1)n1c(=O)c(-c2cc3ccccc3[nH]2)nc2ccccc21 (stereo not given)	i
CCCCNC(=O)C(NC(=O)Cc1cc(OC)cc(OC)c1)C(=O)c1ccccc1 (stereo not given)	i
O=C(C(=O)N1CCC(Cc2ccccc2)CC1)c1ccccc1Br	i
COC(=O)C[C@H]1C=C[C@H](NC(=O)c2cccc(F)c2)[C@@H](CO)O1	i
CC(=O)N1CCC(C(=O)N2c3ccccc3N=C(c3ccc(C(F)(F)F)cc3)C2C(=O)NC(C)(C)C)CC1 (stereo not given)	i
CC(C)CCN1C(=O)CSCC1(C)C(=O)NC(C)C (stereo not given)	i
CSCCC(C(=O)Nc1c(C)cccc1C)n1c(COc2ccc(C)cc2)nc2ccccc21 (stereo not given)	i
CC(C)(C)NC(=O)C(c1cc2ccccc2o1)n1c(=O)c(-c2cc3ccccc3[nH]2)nc2ccccc21 (stereo not given)	i
Cc1ccc(S(=O)(=O)N2c3ccccc3OC(C(=O)OC(C)(C)C)(C(=O)OC(C)(C)C)C2CC(=O)c2ccccc2)cc1 (stereo not given)	i
CC(C)NC(=O)C1(C)CN(S(C)(=O)=O)CC(=O)N1Cc1ccc2c(c1)OCO2 (stereo not given)	i

The listing continues.
mol	pAkt inh
C#CCNC(=O)C[C@@H]1C[C@@]2(C(=O)OCC)CCCC=C2N(CCC2=CCCCC2)C1=O	i
Cc1ccc(S(=O)(=O)C[C@@H]2OC[C@H](Cc3ccccc3)N2S(=O)(=O)c2ccc(C)cc2)cc1	i
CC1(C(=O)NCc2ccccc2)CN(S(C)(=O)=O)CC(=O)N1CCc1ccc(O)cc1 (stereo not given)	i
O=C(C[C@H]1C=C[C@@H](NC(=O)Cc2cccnc2)[C@@H](CO)O1)NCc1ccc2c(c1)OCO2	i
CCC(C(=O)NC1CCCC1)n1c(C2CCCC2)nc2ccccc21 (stereo not given)	i
O=C(O)C1=CCC(c2ccc(Cl)c(Cl)c2)N(S(=O)(=O)c2ccc(F)cc2)C1c1cccc(F)c1 (stereo not given)	i
Cc1ccc(S(=O)(=O)N2[C@H](CC(=O)c3ccc(F)cc3)OC[C@@H]2C(C)C)cc1	i
O=C(C(=O)N1CCN(c2ccccc2)CC1)c1ccco1	i
CC(C)[C@@H](NC(=O)OC(C)(C)C)c1cc(C(=O)c2c(-c3ccccc3)[nH]c3ccccc23)c(N)s1	i
COc1ccc(C(=O)C[C@@H]2OC[C@H](Cc3ccccc3)N2S(=O)(=O)c2ccc(C)cc2)cc1OC	i

Following part.
mol	pAkt inh
O=C(NCc1ccccc1)C1C(=O)Nc2ccccc2C(=O)N1Cc1ccccc1 (stereo not given)	i
COc1ccc(C(C(=O)NC(C)(C)C)n2c(-c3ccc(-c4ccccc4)cc3)nc3ccccc32)cc1 (stereo not given)	i
COC(=O)C[C@H]1C=C[C@H](NC(=O)c2ccc(F)cc2)[C@@H](CO)O1	i
CC(=O)CC1N(S(=O)(=O)c2ccc(C)cc2)c2ccccc2N1S(=O)(=O)c1ccc(C)cc1	i
COC(=O)[C@@]12C[C@@H](CC(=O)NCc3cccc(C(F)(F)F)c3)C(=O)N(Cc3ccc4c(c3)OCO4)C1=CCC(C)(C)C2	i
O=C(CC1CC1)N[C@@H]1CC[C@@H](CCNS(=O)(=O)c2ccc(F)cc2)O[C@@H]1CO	i
CCCCCNC(=O)C(c1ccc(-c2ccccc2)cc1)n1c(=O)c(-c2ccccc2)nc2ccccc21 (stereo not given)	i
CC(C)(C)N1C(=O)c2ccccc2NC(=O)C1C(=O)NCCOc1ccccc1 (stereo not given)	i
O=c1[nH]nc2c3ccccc3occ1-2	i
COc1ccc(C2=Nc3ccccc3N(C(=O)c3ccc(C(F)(F)F)cc3)C2C(=O)Nc2c(C)cccc2C)cc1 (stereo not given)	i

Some of the compounds tested, so the mix of outcomes need not match the whole.
